12-hLO inh – 12-hLO (ALOX12) enzyme inhibition; Potency, µM (top dose mostly 57.1 µM), inactives show at the top dose activity change, negative = inhibition, hits mostly inhibitors; 0.12% of 150,000 active; P18054; AID 1452; purified 12-hLO, xylenol orange hydroperoxide absorbance; further: potency means the concentration at half of the fitted maximal effect; nearly all actives have a fitted effect of over 55% in size; many of its hits are not listed in these tables
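Purified human 12hLO (150 nM), preincubated 15 min with compound, then 40 uM arachidonic acid for 30 min, room temperature, Hepes pH 7.0 with 0.01% Triton X-100. Hydroperoxide detected by ferrous iron/xylenol orange; 573/405 nm absorbance ratio gives reaction progress.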
IMPase inh – IMPase inhibition in cells. P97697. CHO-M1 cells, IP1 accumulation, HTRF TR-FRET ratio. inhibition (IP1 accumulation), % at 46.1 µM. 120,000 tested, under 10 active; active means well fitted curve in the direction sought with a large enough effect in the signal ratio, not every such curve was filed as active; inconclusive means small, poorly fitted or top-dose-only effect, or a change in a side signal; inactive means no such curve, though single readings can be large or run the other way; the % refers to the signal ratio;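 further: cells stimulated with carbachol in lithium chloride buffer; plate controls were DMSO basal wells for no effect and reference inhibitor wells for full effect; higher means more IMPase inhibition seen as more IP1 and lower FRET ratio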
Target sequence (P97697 whole entry, looked up): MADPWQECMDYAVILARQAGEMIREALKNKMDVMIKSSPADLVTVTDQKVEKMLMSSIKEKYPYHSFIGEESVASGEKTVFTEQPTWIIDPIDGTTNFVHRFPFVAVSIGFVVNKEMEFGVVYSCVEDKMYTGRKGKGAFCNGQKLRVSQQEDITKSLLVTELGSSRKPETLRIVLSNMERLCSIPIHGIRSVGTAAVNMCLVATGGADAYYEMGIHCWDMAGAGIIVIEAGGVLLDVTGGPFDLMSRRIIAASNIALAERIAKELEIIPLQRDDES
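Seeded CHO-M1 cells were dosed with compound at up to 46 uM, stimulated with carbachol for 30 min, then lysed in IP-One detection reagents. Higher IP1 lowers the TR-FRET signal.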
ALOX15B inhib – 15-hLO-2 (ALOX15B) enzyme inhibition; O15296; purified 15hLO-2, xylenol orange hydroperoxide absorbance; Potency, µM (highest dose often 57.1 µM), for inactives: at the highest dose activity change, negative = inhibition, hits mostly inhibitors; 0.56% of 110,000 active; AID 881; further: potency means the concentration at half of the fitted maximal effect; nearly all actives have a fitted effect of over 60% in size; many of its hits are not listed in these tables
Target sequence (O15296 whole entry, looked up): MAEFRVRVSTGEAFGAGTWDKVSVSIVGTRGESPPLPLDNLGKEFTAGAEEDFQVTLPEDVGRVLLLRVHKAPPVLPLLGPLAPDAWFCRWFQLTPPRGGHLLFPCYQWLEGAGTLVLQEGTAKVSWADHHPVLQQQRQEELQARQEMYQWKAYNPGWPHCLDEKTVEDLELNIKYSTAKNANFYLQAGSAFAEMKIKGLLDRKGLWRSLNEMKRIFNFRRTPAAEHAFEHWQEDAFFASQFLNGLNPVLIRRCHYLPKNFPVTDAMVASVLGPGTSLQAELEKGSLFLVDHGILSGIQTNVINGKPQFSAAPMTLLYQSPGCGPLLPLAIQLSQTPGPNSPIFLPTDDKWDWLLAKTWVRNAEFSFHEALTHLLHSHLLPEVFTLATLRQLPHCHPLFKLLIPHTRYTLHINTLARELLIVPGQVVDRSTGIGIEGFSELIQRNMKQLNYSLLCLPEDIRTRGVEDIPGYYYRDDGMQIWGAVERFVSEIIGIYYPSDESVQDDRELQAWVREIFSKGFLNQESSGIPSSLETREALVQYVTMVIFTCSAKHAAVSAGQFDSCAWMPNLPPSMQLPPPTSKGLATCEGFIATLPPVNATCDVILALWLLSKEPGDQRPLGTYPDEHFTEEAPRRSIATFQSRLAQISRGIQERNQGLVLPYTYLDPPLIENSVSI
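Read-out: hydroperoxide product oxidises ferrous iron, measured as xylenol orange complex via the 573-to-405 nm absorbance ratio after 30 min. Reaction: 50 nM enzyme, 15 min compound preincubation, 45 uM arachidonic acid, 90 min RT, Hepes pH 7.5 with Triton X-100.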
PNC inhibitor – blocks assembly of the perinucleolar compartment; PC3M PTB-GFP, PNC prevalence imaging, 16 h; active compounds read low; activity change (PNC), negative = inhibition, % at 10 µM; 3.1% of 140,000 active;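 active means readout at or below -70, meaning at least 70% loss of cells showing the perinucleolar compartment, a nuclear body marking cancer cells; inconclusive means readout between -30 and a set limit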;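 further: plate controls were DMSO wells for no effect and camptothecin positive control wells for full effect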
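Compounds are pinned in duplicate onto adhered PC3M cells stably expressing GFP-tagged PTB and incubated 16 h at 37 C. Cells are then fixed, nuclei stained with Hoechst, and PNC-positive cells counted.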
Numbers without * were called inactive; u = inconclusive; x = not tested or not shown; & = joins results of further samples; [ ] = remark or other dose. Unless noted, the call rests on the fitted dose curve; in most records, active means well fitted curve in the direction sought with a large enough effect; inconclusive means small, poorly fitted or top-dose-only effect, or another doubt; inactive means no such curve, though single readings can be large; an effect the other way counts as inactive or inconclusive. Unless noted, on the % scale 0 is the no-effect control and ±100 the full control effect.

| item | mol | 12-hLO inh | IMPase inh | ALOX15B inhib | PNC inhibitor |
| --- | --- | --- | --- | --- | --- |
| 1 | CCn1nc(NC(=O)c2ccco2)c2cc3ccccc3nc21 | -5% | 6 | -19% | u |
| 2 | O=C(O)CCN1CCOCC1 | -5% | -5 | -2% | 31 |
| 3 | CS(=O)(=O)N(CC(=O)N1CCCC1)Cc1ccc(Cl)cc1 | -1% | x | x | -14 |
| 4 | CCOC(=O)c1cc(-c2ccccc2)sc1NC(=O)C(C)OC(=O)c1cccc(S(=O)(=O)N(C)C)c1 (stereo not drawn) | 1% | x | x | 96 |
| 5 | CCC(=O)N1CCc2cc(S(=O)(=O)CCC(=O)Nc3nc(C)cs3)ccc21 | 2% | -23[1.84 µM] | x | 26 |
| 6 | CS(=O)(=O)c1ccc(Cl)c(S(=O)(=O)NCc2ccccc2)c1 | -3% | 15 | 10% | 41 |
| 7 | COc1ccccc1C(=O)Nc1ccc(CN2CCCCC2)cc1 | 6% | 12 | -14% | 23 |
| 8 | O=C(Nc1ccccc1N1CCN(C(=O)c2ccc(Cl)cc2)CC1)c1ccc(Br)cc1 | -6% | 7 | -3% | 17 |
| 9 | Cc1cccc(NC(=O)c2oc(=O)c3ccccc3c2-c2ccccc2)c1C | -3% | x | x | -22 |
| 10 | CC(=O)c1cccc(Nc2nc(=O)c3cccnc3s2)c1 | -4% | -1 | -2% | -9 |
| 11 | Cn1c(Sc2ccc(-c3cccnc3)n2C)ccc1-c1cccnc1 | -2%[11.4 µM] | x | -10%[11.4 µM] | x |
| 12 | C=CCN=c1scc(-c2ccccc2)n1/N=C/c1ccccn1 | -1% | 16 | x | -106* |
| 13 | COc1cc2c(cc1NC(=O)C(C)N1CCN(S(=O)(=O)c3ccc(C)c(C)c3)CC1)oc1ccccc12 (stereo not drawn) | 1% | 1 | 2% | -4 |
| 14 | COC(=O)C1=C(O)C(C(=O)OC)C(c2ccc(C)cc2)C(C#N)(C#N)C1c1ccc(C)cc1 (stereo not drawn) | 1% | 1 | x | -18 |
| 15 | Cc1onc(-c2ccccc2)c1C(=O)NNC(=S)NC(=O)/C=C/c1ccccc1 | -14% | x | x | u |
| 16 | Cc1cc(C)c2cc(CN(CCO)C(c3nnnn3Cc3ccc(F)cc3)C(C)C)c(=O)[nH]c2c1 (stereo not drawn) | -16% | 11 | -15% | -30 |
| 17 | O=C(c1ccco1)N1CCN(C(=O)c2cc3sccc3n2Cc2ccccc2)CC1 | -6% | 4 | -11% | 16 |
| 18 | COc1ccc2nc(NC(=O)C3CCN(S(=O)(=O)c4cccc5nsnc45)CC3)sc2c1 | -3% | -6 | -8% | 8 |
| 19 | CCN1CCN(C(=O)/C=C/c2ccc(C)o2)CC1 | -1% | 10 | x | 0 |
| 20 | N#CC1=C(N)S[C@H](C(=O)C23CC4CC(CC(C4)C2)C3)[C@H]1c1ccncc1 | 0% | 17 | 20% | u |
| 21 | COc1ccc2c(c1OC)C(=O)N1N=C(c3ccc(Cl)cc3)CC21 (stereo not drawn) | 4% | 1 | x | -93* |
| 22 | O=C(COc1ccc(C(=O)NCCc2ccccc2)cc1)Nc1ccccc1 | 3% | -2 | x | -4 |
| 23 | COc1ccc(NC(=O)/C=C/c2ccccc2)c([N+](=O)[O-])c1 | -2% | x | x | -82* |
| 24 | CCn1c(CNC(=O)c2cccc(C)c2)nnc1SCC(=O)Nc1cccc(OC)c1 | 3% | -11 | 0% | -1 |
| 25 | CC(C)c1ccccc1S(=O)c1ccccc1C(C)(C)O (stereo not drawn) | -3%[11.4 µM] | x | -9%[11.4 µM] | x |
| 26 | COC(=O)c1cccc(C23CC4(C2)[C@H](CN(CC2CCCCC2)[C@@H]4c2ccccc2)C3c2ccccc2)c1 (stereo partly drawn) | -6% | x | 1% | x |
| 27 | NC(=O)C1CCN(CCC(=O)Nc2cccc(Cl)c2)CC1 | 4% | -3 | 7% | -4 |
| 28 | Cc1ccc(-n2c(-c3ccco3)nc3c(cnn3-c3ccc(C)cc3)c2=O)cc1 | -1% | -16 | 2% | 8 |
| 29 | CCCCC(=O)Nc1ccc2c3c(cccc13)C(=O)N2CC | -3% | 13 | -4% | 23 |
| 30 | CNc1sc(C(=O)c2ccccc2F)c(N)c1-c1nc2ccccc2s1 | -18% | 9 | -20% | -13 |
| 31 | CC(C)OC(=O)/C(=C/c1cccnc1)NC(=O)c1ccccc1 | -1% | -7 | x | -92* |
| 32 | CC(O)CN1C(=O)C(CC(=O)Nc2ccc(Cl)cc2)SC1=Nc1ccccc1 (stereo not drawn) | -17% | -2 | -19% | -24 |
| 33 | O=C(CCn1cccc1)Nc1ccccc1F | 2% | -1 | -8% | u |
| 34 | COC(=O)Nc1sc(C(=O)N(C)C)c(C)c1C(=O)OC | 2% | 4 | -10% | 5 |
| 35 | Cc1cccc(OCCSc2nnc(-c3ccoc3C)n2C)c1 | -3% | 5 | -4% | u |
| 36 | CCOc1cc([C@H]2[C@@H]3CCCC[C@]3(O)CCN2CC(=O)NCc2ccco2)ccc1O | -11% | -3 | -3% | 11 |
| 37 | Cc1ccccc1-c1ccc(Nc2ccc(C(=O)N3CCOCC3)cc2)nn1 | -6% | -1 | 6% | -11 |
| 38 | Cc1cccc(C)c1NC(=O)CSc1nnc(CCCCCNC(=O)OC(C)(C)C)o1 | -1% | -1 | 3% | -10 |
| 39 | COc1ccccc1C(=O)Nc1cc2c(ccc3ccccc32)oc1=O | -2% | 10 | -12% | 60 |
| 40 | CC(C)CCn1cnc2c1c(=O)n(C)c(=O)n2C | 3% | 16 | x | -20 |
| 41 | O=C(N1CCOCC1)N1CCN(c2ccccc2F)CC1 | 3% | 1 | 3% | -29 |
| 42 | Cc1ccc(C(=O)/C=C/Nc2ccc(S(=O)(=O)Nc3onc(C)c3C)cc2)cc1 | 1% | x | x | u |
| 43 | CSCCc1nc(SCC(=O)Nc2nnc(C)s2)[nH]c1C | 2% | 8 | 1% | 26 |
| 44 | CC1CCCN(C(=O)Cc2ccc(F)cc2)C1 (stereo not drawn) | 6% | -5 | 1% | u |
| 45 | COc1ccc(CCn2c(=O)[nH]c3cc(C(=O)NCCc4ccccc4)ccc3c2=O)cc1OC | -2% | -5 | u | u |
| 46 | CC(C)(C)SCCNC(=O)c1ccc(NS(C)(=O)=O)cc1 | -5% | -10 | 0% | 23 |
| 47 | COc1ccc(CNC(=O)c2cc(-n3cnnc3)ccc2Cl)cc1 | 6% | 0 | -2% | u |
| 48 | CCOC(=O)c1oc2ccc(CNC3CCCCC3)c(Cl)c2c1C | -19% | 9 | x | 131 |
| 49 | COc1cc(SC)ccc1C(=O)NCc1ccccc1 | -3% | -8 | x | -17 |
| 50 | Cc1ccc(/C=C/C2=NN(Cc3ccccc3)C(=O)CC2)cc1 | -9% | 7 | 4% | 23 |

Next compounds follow.
No.	Compound	12-hLO inh	IMPase inh	ALOX15B inhib	PNC inhibitor
51	COC(=O)c1ccccc1NC(=O)CS(=O)(=O)Cc1nc(-c2ccc(C)cc2)oc1C	-2%	3	3%	28
52	COc1ccccc1N1CCN(C(=O)c2cc(-c3ccc(C)cc3)on2)CC1	-7%	16	17%	41
53	NCCCCN=C(N)N	-1%&8%&-1%	7&6	18%&5%&-5%	x
54	Cc1ccc(C)c(S(=O)(=O)NCCCn2ccnc2)c1	1%	x	x	-26
55	CC(=O)c1cccc(NC(=O)Nc2cnn(Cc3ccc(Cl)cc3Cl)c2)c1	-9%	2	3%	-9
56	CSc1nnc(-c2nnc(SC)n2-c2ccccc2)n1-c1ccccc1	5%	3	-3%	-10
57	c1ccc2c3c([nH]c2c1)[C@@H]1[C@H]2CC[C@H]([C@H]4CCCN[C@H]42)N1CC3	-1%[25.6 µM]	4[20.6 µM]	38%[activator][25.6 µM]	x
58	O=C(CC1CCCC1)OCn1nnc2ccccc2c1=O	-6%	3	-1%	41
59	Cc1cc(NC(=O)CSc2nnc(C)c(=O)[nH]2)no1	-1%	-2	2%	33
60	CCO/C=C1\C(=O)N(c2ccccc2)C(=O)c2ccccc21	-5%	-5	-4%	59
61	O=c1[nH]c(N2CCOCC2)nc2ncn(Cc3ccccc3)c12	-4%	18	-1%	19
62	O=C(N/N=C/c1ccc(O)c(O)c1O)/C(=C/c1ccc([N+](=O)[O-])cc1)NC(=O)c1ccccc1	-22%	5	-21%	28
63	Cn1c(=O)cnc2cnc(Nc3ccccc3)nc21	0%	x	13%	x
64	COc1cccc(CNC(=O)C2CCN(S(=O)(=O)c3c(C)nn(C)c3C)CC2)c1	-2%	7	2%	14
65	COc1ccc2nc3oc(C(=O)N4CCN(c5cccc(C(F)(F)F)c5)CC4)cc3cc2c1	-2%	-5	-12%	-28
66	CCc1ccc(OCC(=O)N/N=C/c2ccc(OS(=O)(=O)c3ccc(C)cc3)c(OC)c2)cc1	0%	7	x	22
67	C=CCNc1nc(NCCN2CCOCC2)nc(OC)n1	-3%	-3	-5%	-22
68	CCOC(=O)c1ccc2c(c1)n(CC)c(/C=C/Nc1ccccc1)[n+]2CC	6%	14	12%	47
69	O=C(c1ccc(F)cc1)C1CCN(CCCCc2ccccc2)CC1	-10%	9	42%[activator]	x
70	COc1cc(NS(=O)(=O)c2ccc(Nc3nc(-c4ccccc4)cs3)cc2)nc(OC)n1	-13%	x	x	39
71	CCN(CC)c1ccc(C(=O)N/N=C(\C)c2ccc(O)cc2)cc1	3%	x	x	11
72	Cc1ccc(/C=C/C(=O)NCc2cccs2)cc1	1%	x	x	-16
73	CCSc1nnc(NC(=O)C2CCN(S(=O)(=O)c3cc(C(F)(F)F)ccc3Cl)CC2)s1	1%	x	x	-14
74	O=C(COc1ccc2ccccc2c1)NNC(=O)[C@@H]1CCCC[C@@H]1C(=O)O	-5%	-9	-3%	-30
75	O=C(c1nc2nc(-c3ccccc3)cc(C(F)(F)F)n2n1)N1CCOCC1	-1%	-7[1.84 µM]	7%[11.4 µM]	u
76	CC(=O)[C@]1(O)Cc2c(O)c3c(c(O)c2[C@@H](O[C@H]2C[C@H](N)[C@H](O)[C@H](C)O2)C1)C(=O)c1c(O)cccc1C3=O	-4%[0.00818 µM]	x	24%[0.0915 µM]	x
77	COc1cccc(NC(=O)Nc2nnc(-c3ccccc3SCc3ccccc3)s2)c1	6%	-5	-22%	23
78	COc1ccc(CCNC(=O)Cc2cc(=O)[nH]c(=O)[nH]2)cc1OC	13%	6	4%	62
79	Cc1ccc(CNC(=O)CSc2nc3ccccc3c(=O)n2CCCO)cc1	-2%	-7	5%	-5
80	COC(=O)c1ccc(NC(=O)CNCc2ccncc2)cc1	-2%	x	x	-19
81	O=C(NCC1CCCO1)[C@@H]1CSC2c3ccccc3C(=O)N21 (stereo partly drawn)	-6%	1	1%	-12
82	COc1cccc(C(=O)Nc2cccc(NC(C)=O)c2)c1	-5%	1	3%	11
83	OC[C@H]1O[C@@H](n2cnc3cncnc32)[C@H](O)[C@@H]1O	-1%	x	1%	x

Records listed so far that bear a hit mark in PNC inhibitor:
entry | canonical_smiles | 12-hLO inh | ALOX15B inhib | PNC inhibitor
12 | C=CCN=c1scc(-c2ccccc2)n1/N=C/c1ccccn1 | -1% | x | -106*
21 | COc1ccc2c(c1OC)C(=O)N1N=C(c3ccc(Cl)cc3)CC21 (stereo not drawn) | 4% | x | -93*
23 | COc1ccc(NC(=O)/C=C/c2ccccc2)c([N+](=O)[O-])c1 | -2% | x | -82*
31 | CC(C)OC(=O)/C(=C/c1cccnc1)NC(=O)c1ccccc1 | -1% | x | -92*

Grouped by structure: the entries above with a cyano group
No.	Compound	12-hLO inh	IMPase inh	ALOX15B inhib	PNC inhibitor
14	COC(=O)C1=C(O)C(C(=O)OC)C(c2ccc(C)cc2)C(C#N)(C#N)C1c1ccc(C)cc1 (stereo not drawn)	1%	1	x	-18
20	N#CC1=C(N)S[C@H](C(=O)C23CC4CC(CC(C4)C2)C3)[C@H]1c1ccncc1	0%	17	20%	u

High-throughput results deposited in PubChem by National Center for Advancing Translational Sciences (NCATS).

An excerpt; rates above refer to the full screens.
